ALDH1A1 block = inhibitors of human aldehyde dehydrogenase 1A1 | Potency, µM (titrated, usually from 75.3 µM), inactives show top-dose activity, negative = inhibition, hits mostly inhibitors | hit rate 7.3% among 220,000 | AID 1030 | Purified ALDH1A1, NADH fluorescence, propionaldehyde substrate | P00352; active means well fitted inhibition curve with a large enough effect, not every such curve was filed as active; inconclusive means small, poorly fitted or top-dose-only effect, or another doubt; inactive means no such curve, though single readings can be large or run the other way;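 further: plate controls were no enzyme wells and a reference inhibitor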
Target sequence (P00352 whole entry, looked up): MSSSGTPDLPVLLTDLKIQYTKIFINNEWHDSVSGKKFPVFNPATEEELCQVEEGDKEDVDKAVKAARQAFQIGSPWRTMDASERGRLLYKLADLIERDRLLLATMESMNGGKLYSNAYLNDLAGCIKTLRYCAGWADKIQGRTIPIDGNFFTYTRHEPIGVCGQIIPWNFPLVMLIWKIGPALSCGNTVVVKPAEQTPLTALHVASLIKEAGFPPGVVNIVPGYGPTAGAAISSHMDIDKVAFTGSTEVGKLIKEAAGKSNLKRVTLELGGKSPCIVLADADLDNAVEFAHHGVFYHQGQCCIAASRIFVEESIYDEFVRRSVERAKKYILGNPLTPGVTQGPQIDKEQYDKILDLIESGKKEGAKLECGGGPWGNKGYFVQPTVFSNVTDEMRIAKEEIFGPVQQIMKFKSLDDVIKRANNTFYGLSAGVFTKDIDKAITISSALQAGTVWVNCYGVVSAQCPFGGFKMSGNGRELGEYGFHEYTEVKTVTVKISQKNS
GAA spleen mod = lysosomal alpha-glucosidase (human) modulation; Potency, µM (titrated, usually from 79.9 µM), without a hit: at the top dose activity change, negative = inhibition, most hits filed as inhibitors; human spleen homogenate, 4-MU-alpha-glucoside fluorescence; P10253; hit rate 0.006% among 240,000;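 further: 0% = enzyme with vehicle and -100% = no enzyme basal signal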
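Compounds were titrated against alpha-glucosidase in spleen homogenate at pH 5.0, with 1 mM 4-methylumbelliferyl substrate for 40 min at 37 C. Reactions were quenched with pH 10 NaOH/glycine and fluorescence measured.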
Epigenetic derep = derepresses silenced GFP reporter in murine cells | hit rate 0.2% among 280,000 | Potency, µM (doses to about 53.9 µM), for inactives: at the highest dose GFP activation, usual class: activators | murine LDR cells, GFP reporter derepression, 30 h | AID 1865; further: % of control where 0% means no effect; nearly all actives have a fitted effect of over 60% in size
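Derepression of a silenced CMV-GFP reporter in murine LDR cells is scored by enumerating GFP-positive cells with a laser-scanning microplate cytometer after 30 hours of treatment at 37 C.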
GAA glycogen = GAA glycogen-cleavage inhibition or activation. Potency, µM (titrated, usually from 76.4 µM), inactives show at the highest dose activity change, negative = inhibition, actives largely listed as inhibitors. hit rate 0.38% among 300,000. recombinant GAA, glycogen substrate, Amplex Red glucose oxidase fluorescence. P10253;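 further: 0% = full enzyme reaction and -100% = no-enzyme basal signal; the screen sought inhibitors and activators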
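Recombinant human enzyme (4 nM); glycogen substrate; 37 C, 40 min, pH 5.0. Readout: coupled glucose oxidase/Amplex Red fluorescence.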
Tau fluor counter = counter-screen for tau fibril formation inhibitors; Potency, µM (series often up to 57.7 µM), for the others: at the top dose activity change, negative = decrease; AID 1463; hit rate 0.93% among 280,000; tau K18 P301L Alexa594 fluorescence, heparin fibrillization; further: on the % scale 0 is the no-effect control and ±100 the full control effect; nearly all actives have a fitted effect of over 55% in size
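Human tau K18 P301L (15 uM unlabeled, 0.24 uM Alexa 594-labeled) in 100 mM sodium acetate pH 7 with 20 uM heparin, 6 hr at 37 C. ThT 30 uM added, 1 hr ambient; Alexa 594 FP and total fluorescence read at 555/632 nm.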
NPSR antag = blocks cAMP signaling of the human neuropeptide S receptor; Q6W5P4; CHO-NPSR cells, cAMP TR-FRET, antagonist mode; hit rate 1% among 220,000; Potency, µM (doses to about 38.3 µM), for the others: top-dose activity change, negative = inhibition, most hits filed as inhibitors; further: on the % scale 0 is the no-effect control and ±100 the full control effect; nearly all actives have a fitted effect of over 50% in size; many of its hits are not listed in these tables
GAA inh = inhibitors of human lysosomal alpha-glucosidase. Potency, µM (highest dose often 76.9 µM), inactives show at the top dose activity change, negative = inhibition, usual class: inhibitors. purified human GAA, 4-MU-alpha-glucoside fluorescence. P10253. AID 1466. hit rate 0.005% among 200,000;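 further: plate controls were uninhibited enzyme wells for no effect and no-enzyme background for full effect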
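qHTS format, compound range up to 77 uM. Human lysosomal enzyme at 4 nM, 400 uM 4-MU glucoside substrate, pH 5.0, 20 min room temperature; fluorescence after alkaline stop gives activity normalized to controls.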
GLA spleen mod = inhibits or activates alpha-galactosidase in human spleen homogenate. P06280. human spleen homogenate, 4MU-alpha-Gal fluorescence, 40 min. Potency, µM (doses to about 80 µM), for inactives: at the top dose activity change, negative = inhibition, actives largely listed as inhibitors. hit rate 0.008% among 240,000. AID 2107;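 further: 0% = enzyme with vehicle and -100% = no enzyme basal signal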
Target sequence (P06280 32-429 limits assumed): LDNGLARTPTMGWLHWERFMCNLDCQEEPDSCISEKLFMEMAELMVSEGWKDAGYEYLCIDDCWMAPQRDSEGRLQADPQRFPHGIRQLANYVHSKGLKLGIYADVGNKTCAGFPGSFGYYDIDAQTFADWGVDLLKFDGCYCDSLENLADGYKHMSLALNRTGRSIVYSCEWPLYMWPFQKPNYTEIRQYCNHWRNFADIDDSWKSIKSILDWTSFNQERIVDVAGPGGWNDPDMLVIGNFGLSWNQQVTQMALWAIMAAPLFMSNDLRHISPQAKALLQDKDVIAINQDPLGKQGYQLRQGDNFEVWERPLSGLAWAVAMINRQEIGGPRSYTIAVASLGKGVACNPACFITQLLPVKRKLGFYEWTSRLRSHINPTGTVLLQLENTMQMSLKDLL
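qHTS titration in buffer at pH 5.0. Alpha-galactosidase activity in spleen homogenate was measured via 4-methylumbelliferone release from 1 mM fluorogenic substrate after 40 min at 37C and a pH 10 stop. AC50 came from Hill fits of control-normalized data.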
Numbers without * were called inactive; ? = inconclusive; nt = not tested or not shown; & = joins results of further samples; [ ] = dose if it differs, or a comment. Unless noted, the call rests on the fitted dose curve; in most records, active means well fitted curve in the direction sought with a large enough effect; inconclusive means small, poorly fitted or top-dose-only effect, or another doubt; inactive means no such curve, though single readings can be large; an effect the other way counts as inactive or inconclusive. Potency means the concentration at half of the fitted maximal effect.

SMILES	ALDH1A1 block	GAA spleen mod	Epigenetic derep	GAA glycogen	Tau fluor counter	NPSR antag	GAA inh	GLA spleen mod
O=C(CSc1ccccn1)Nc1nc2ccc(Br)cc2s1	0%	-9%	-1.8%	3%	?	-30%[46.1 µM]	?	-5%
COc1ccc(NC(=O)CSc2nc3ccccc3c(=O)n2-c2ccc3c(c2)OCO3)c(OC)c1	4%	-1%	0.0%	4%	-4%	-16%[46.1 µM]	-8%	-18%
O=C(C1CCN(Cc2ccc(OCc3ccccc3)cc2)CC1)N1CCCC1	7%	-3%	-2.0%	0%	11%	9%[46.1 µM]	-2%	8%
O=C(NC(=S)Nc1ccc(S(=O)(=O)Nc2nccs2)cc1)c1cccc(F)c1	?	-9%	-1.1%	16%	-8%	-17%	-1%	2%
Cn1c(=O)c2c(nc(SCC(=O)Nc3ccccc3)n2C)n(C)c1=O	9%	-15%	-0.8%	-1%	11%	-8%[46.1 µM]	-20%	-17%
CC(=O)N1CCN(S(=O)(=O)c2ccc(S(=O)(=O)NCC(C)C)cc2)CC1	4%	-7%	0.0%	-5%	7%	-10%[46.1 µM]	-15%	0%
Cc1sc(C(=O)Nc2ccc3ccccc3c2)cc1CC(=O)O	5%	-3%	0.0%	-1%	-4%	-9%	1%	0%
COc1ccc(-c2nn3c(-c4ccco4)nnc3s2)cc1OC	?	2%	0.0%	-6%	-11%	-12%[46.1 µM]	-3%	-3%
CN(CCc1cnn(C)c1)Cc1cn[nH]c1-c1ccc(-c2ccccc2)cc1	-1%	0%	1.6%	-2%	-6%	16%	1%	1%
CO[C@H]1COC(=O)C/C=C\[C@H](C)[C@H](OC)COC(=O)[C@@H](C)NC(=O)C/C=C\[C@@H]1C	-2%[13.5 µM]	3%[17.4 µM]	3.1%[10.1 µM]	nt	-20%[11.6 µM]	nt	nt	-1%[17.5 µM]

Record cards, as listed above. Order of values: ALDH1A1 block | GAA spleen mod | Epigenetic derep | GAA glycogen | Tau fluor counter | NPSR antag | GAA inh | GLA spleen mod
Listed for CC(=O)N1CCN(S(=O)(=O)c2ccc(S(=O)(=O)NCC(C)C)cc2)CC1 = 4% | -7% | 0.0% | -5% | 7% | -10%[46.1 µM] | -15% | 0%
Listed for COc1ccc(-c2nn3c(-c4ccco4)nnc3s2)cc1OC = ? | 2% | 0.0% | -6% | -11% | -12%[46.1 µM] | -3% | -3%
Listed for O=C(C1CCN(Cc2ccc(OCc3ccccc3)cc2)CC1)N1CCCC1 = 7% | -3% | -2.0% | 0% | 11% | 9%[46.1 µM] | -2% | 8%
Listed for COc1ccc(NC(=O)CSc2nc3ccccc3c(=O)n2-c2ccc3c(c2)OCO3)c(OC)c1 = 4% | -1% | 0.0% | 4% | -4% | -16%[46.1 µM] | -8% | -18%

Carrying on:
SMILES	ALDH1A1 block	GAA spleen mod	Epigenetic derep	GAA glycogen	Tau fluor counter	NPSR antag	GAA inh	GLA spleen mod
CSc1nc2ncnc(N)c2[nH]1	nt	1%	2.4%	4%	-6%	11%	nt	1%
N#C/C(=C/c1ccccc1[N+](=O)[O-])c1nnc2n1CCCCC2	22µM*	-7%	0.0%	-4%	2%	18%	?	1%
Cc1cc(NC(=O)c2sc(Nc3ccc(F)c(Cl)c3)nc2N)no1	13%	6%	-0.2%	-5%	?	-20%	10%	-2%
Nc1ncnc2c1[nH]c(=O)n2C1CC(O)C(CO)O1 (stereo unspecified)	0%	-3%	1.7%	nt	-11%	nt	nt	8%
O=C(/C=C/c1ccccc1Cl)c1ccc(O)cc1	-3%	-14%	9.7%	-6%	-18%	7%	0%	-13%
CC1CCN(C(=O)c2ccc(CNc3c(N4CCCC4)c(=O)c3=O)cc2)CC1	nt	-1%	11%	4%	-5%	4%	nt	-2%
COCCCNc1nc2c(-c3ccc(Cl)cc3)nnn2c2ccccc12	?	1%	-2.6%	-7%	2%	-49%	5%	-1%
COC(=O)/C=C1/N/C(=N\c2nc(C)cc(C)n2)N(c2ccc(C)c(C)c2)C1=O	-8%	7%	-0.9%	-9%	-6%	-24%[46.1 µM]	-8%	10%
Cc1ccc(C)c(NC(=O)C2CCCN2S(=O)(=O)c2ccc3c(c2)n(C)c(=O)c(=O)n3C)c1 (stereo unspecified)	-12%	2%	0.9%&-2.3%	-6%[76.3 µM]	-3%&-2%	-6%	-5%	2%
O=C(CCN1CCc2ccccc2C1)Nc1cccc(F)c1	-3%	-10%	0.0%	1%	-7%	-16%[46.1 µM]	-4%	-8%
CCC1=C2CC[C@H]3C(=O)N(c4ccccc4)C(=O)[C@H]3[C@H]2[C@@]2(C)C(=O)N(CC(=O)OC)C(=O)N2C1=O	-12%	-12%	0.4%	nt	1%	nt	nt	-3%
CCOc1ccccc1-n1c(C)cc(C=O)c1C	?	2%	2.1%	14%	-4%	-10%	1%	-1%
COc1cccc(Nc2nc(N)nc(CCl)n2)c1	nt	6%	3.8%	1%	8%	-23%	nt	-9%
NS(=O)(=O)c1ccc(CCNC(=O)c2ccc3ccccc3n2)cc1	17%	-13%	-2.6%	7%	0%	-4%	3%	-11%
NC1=NC(=Nc2ccccc2)c2ccccc21	0%	3%	3.8%	0%	-9%	-3%[46.1 µM]	-3%	-2%
c1ccc(-c2ccc(-c3nc(-c4ccncc4)no3)cc2)cc1	3%	5%	-0.3%	-13%	0%	2%[46.1 µM]	-2%	5%
CCN(c1ccc2c(c1)OCO2)S(=O)(=O)c1cc(Br)cc2c1N(C(=O)C1CC1)CC2	-7%	-5%	-1.8%	-5%	-30%	?	-5%	-1%
CCCCOc1ccc(CON(C(C)=O)C(C)=O)cc1Cl	nt	-1%	-2.5%	3%	-12%	3%	nt	15%
O=C(CSCCO)Nc1ccc(C2CCCCC2)cc1	7.1µM*	-23%	-0.8%	4%	-10%	4%[46.1 µM]	-7%	-3%
Cc1cc(NC(=O)COC(=O)C2CCC(=O)N2)c([N+](=O)[O-])cc1C (stereo unspecified)	?	-4%	-1.4%	2%	-4%	15%	-5%	-2%
CC1=C(C)C[C@@]23CCCN2C(=O)CCC[C@H]3C1	?	0%[181 µM]	0.0%[96.6 µM]	nt	-3%[126 µM]	nt	nt	-1%[181 µM]
COC(=O)c1cccc(NC(=O)CC2NCCNC2=O)c1 (stereo unspecified)	nt	6%	-0.3%	-1%	-2%	-10%[7.67 µM]	nt	13%
Cc1cccc2nc(-c3cccc(NC(=O)c4ccc(Cl)cc4)c3)cn12	-126%	-3%	3.9%	-11%	?	-2%	?	-7%
O=C(Nc1ccccc1F)N(CCCN1CCOCC1)Cc1cc2cc3c(cc2[nH]c1=O)OCCO3	?	0%	0.7%	5%	0%	15%[46.1 µM]	9%	10%
CC(Nc1oc(-c2ccccc2)nc1-c1ccc(C(F)(F)F)cc1)c1ccccc1 (stereo unspecified)	6%	-6%	0.0%	nt	-8%	nt	nt	-1%
Cc1nn(-c2ccc(C(=O)O)cc2)c(C)c1Oc1ccccc1O	9%	-7%	-1.6%	-6%	-2%	-12%[46.1 µM]	9%	14%
CCOC(=O)c1cccc(NC(=O)Nc2ccc3c(c2)C(=O)OC3)c1	nt	1%	0.0%	2%	0%	-13%	nt	-1%
COc1ccc(C(=O)/C=C/c2ccc(N3CCCCC3)c([N+](=O)[O-])c2)cc1	4.5µM*	-4%	0.0%	8%	?	-36%	-6%	-5%
COc1ccc(NC(=O)C2CSC(C)(C)N2C=O)cc1 (stereo unspecified)	7%	2%	2.3%	7%	-8%	11%	-3%	-5%
CCOCCCNc1nc2c(C)cccn2c(=O)c1/C=C1\SC(=S)N(C(C)CC)C1=O (stereo unspecified)	?	0%	3.2µM*	4%	-1%	?	-13%	-2%
CCN(CC)C(=O)CSc1nc(N)c2c3c(sc2n1)CC(C)CC3 (stereo unspecified)	-12%	-6%	1.5%	-4%	-14%	?	?	4%
N#Cc1ccccc1COC(=O)c1cccnc1N	?	nt	0.0%	5%	-5%	11%	-1%	1%
CCN(CC)C(=O)c1ccc(S(=O)(=O)NCc2cccnc2)cc1	5%	-1%	-1.0%	12%	-7%	3%[46.1 µM]	2%	-14%
CC(C)N1CCN(Cc2ccc(C#CCCO)cc2)CC1CCO (stereo unspecified)	9%	2%	-1.1%	9%	-7%	-15%	5%	-4%
CCOC(=O)c1ccc(S(=O)(=O)NCCN(CC)CC)cc1	4%	-12%	-1.5%	29%	0%	17%	-5%	-10%
COc1ccc(CN(C(=O)CN2C(=O)C(C)Oc3ccccc32)C2CCCC2)c(OC)c1 (stereo unspecified)	-6%	-5%	0.0%	-8%	-15%	?	-2%	7%
C=CCOC(=O)C1=C(C)OC(N)=C(C#N)C1c1ccccc1F (stereo unspecified)	-6%	-4%	-1.0%	-6%	-23%	1%[46.1 µM]	-5%	-1%
Cc1ccc(N(CC(=O)Nc2ccc(F)c(Cl)c2)S(=O)(=O)c2c(C)noc2C)cc1	6%	-7%	-1.9%	-7%	?	?	-9%	-1%
COc1ccc(N(C(=O)Cc2cccs2)C(C(=O)NC2CCCCC2)c2cccn2C)cc1 (stereo unspecified)	5%	-16%	3.2%	1%	-3%	-10%[46.1 µM]	0%	1%
Cc1cc(C(=O)CN2CCC(C)CC2)c(C)n1-c1ccccc1F	-12%	-1%	0.0%	27%	3%	23%	0%	0%
COc1ccccc1N1CCN(C(=O)CSc2ncnc3c2cnn3-c2ccc(C)c(C)c2)CC1	nt	5%	2.1%	-1%	-8%	-41%	nt	-1%
O=c1cc(CSc2nnc(COc3cccc4ccccc34)o2)c2ccccc2[nH]1	nt	3%	5.9%	4%	-28%	-37%	nt	-7%
COc1cc(C(=O)NCc2ccccn2)ccc1OCc1c(C)noc1C	-6%	-4%	-0.3%	2%	-4%	-24%[46.1 µM]	-3%	5%
O=C(c1ccccc1)c1ccccc1NC(=O)C1CCCN1Cc1ccccc1 (stereo unspecified)	nt	-3%	2.7%	-1%	-19%	?	nt	4%
COc1ccc(C(=O)CCC(=O)Nc2cccc(Cl)c2)cc1	11%	-5%	2.4%	2%	-18%	-4%	3%	4%
O=C(NCCc1ccccc1)C(=O)NN=C1CCCC1	10%	-1%	-1.2%	0%	-7%	-3%[46.1 µM]	2%	7%
CC(C)NC[C@@H](O)COc1ccc(CCOCC2CC2)cc1	-6%	-2%	3.9%	nt	-1%	nt	nt	-5%
CN(C[C@H](Cc1ccccc1)N(C[C@@H](Cc1cccc2ccccc12)N(CCc1ccccc1)N=O)N=O)N=O	?	1%	0.1%	-1%	-18%	7%	nt	3%
CCCCCCCCCCCCCCCCn1cc[n+](C)c1	3%	-1%&-3%	0.4%&-0.1%	-2%&1%	-16%&-12%	?	-5%	-5%&1%
CCOc1ccc(CN2CCN(Cc3cnc(-c4ccccc4)s3)CC2CCO)cc1 (stereo unspecified)	7%	-6%	-6.8%	11%	9%	-12%	2%	2%

Not all compounds are listed; rates above refer to the full screens.
